Compound activity: PubChem, several laboratories
Diaph inh CS – counter-screen for diaphorase-based assays: diaphorase inhibitors and chemical oxidizers | AID 1217 | 0.69% of 190,000 active | diaphorase resazurin-to-resorufin fluorescence, NADH, 16 min; bacterial (C. kluyveri) enzyme, not human | inhibition, % at 20 µM;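 active = primary screen inhibition at 20 µM above a set limit, cut at about 50% in these data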;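 note: plate controls were DMSO with full reaction for no effect and wells lacking NADH for full effect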
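Test system: bacterial diaphorase enzyme (C. kluyveri); Quantity: 0.14 U/mL diaphorase, enzyme working solution; Times: reaction incubation of 16 min at room temperature; Measured by: fluorescence of resorufin formed from resazurin, Ex 544/Em 590 nm; Benchmarks: positive control minus NADH, DMSO neutral control.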
PMI act – increases human mannose-6-phosphate isomerase activity. 0.005% of 190,000 active. P34949. activation factor at 20 µM. purified human PMI, coupled resazurin fluorescence, 20 min; active compounds read high; 1 = vehicle control, 0 substrate-free wells;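 active = activation factor of 2 or more at 20 µM, relative to plate controls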
Target sequence (P34949 whole entry, looked up): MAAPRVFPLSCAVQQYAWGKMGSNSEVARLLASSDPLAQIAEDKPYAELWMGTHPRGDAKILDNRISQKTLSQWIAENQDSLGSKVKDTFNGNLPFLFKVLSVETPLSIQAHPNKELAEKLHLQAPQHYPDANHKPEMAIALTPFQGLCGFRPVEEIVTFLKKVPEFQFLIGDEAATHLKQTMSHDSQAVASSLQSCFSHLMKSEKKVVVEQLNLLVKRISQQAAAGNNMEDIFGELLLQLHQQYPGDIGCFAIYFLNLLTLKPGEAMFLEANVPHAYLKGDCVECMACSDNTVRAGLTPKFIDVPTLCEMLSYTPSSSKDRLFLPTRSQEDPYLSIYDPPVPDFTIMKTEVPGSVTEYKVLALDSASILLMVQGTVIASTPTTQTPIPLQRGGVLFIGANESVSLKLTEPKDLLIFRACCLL
S1P3 antag – antagonists of human S1P3 receptor | Q99500 | CHO S1P3 NFAT-BLA reporter, FRET fluorescence, antagonist mode | AID 485 | inhibition, % at 4.98 µM | 0.27% of 170,000 active;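 active = inhibition above the plate cutoff, the mean inhibition of test wells on that plate plus 3 SD, cut at about 28% in these data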;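 note: cells challenged with S1P at its EC80 of 0.8 µM; blue over green emission ratio from cleaved BLA substrate after 4 h stimulation; 0% = S1P-stimulated wells and 100% = unstimulated DMSO-only wells; some compounds past the cut are filed as inactive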
Target sequence (Q99500 whole entry, looked up): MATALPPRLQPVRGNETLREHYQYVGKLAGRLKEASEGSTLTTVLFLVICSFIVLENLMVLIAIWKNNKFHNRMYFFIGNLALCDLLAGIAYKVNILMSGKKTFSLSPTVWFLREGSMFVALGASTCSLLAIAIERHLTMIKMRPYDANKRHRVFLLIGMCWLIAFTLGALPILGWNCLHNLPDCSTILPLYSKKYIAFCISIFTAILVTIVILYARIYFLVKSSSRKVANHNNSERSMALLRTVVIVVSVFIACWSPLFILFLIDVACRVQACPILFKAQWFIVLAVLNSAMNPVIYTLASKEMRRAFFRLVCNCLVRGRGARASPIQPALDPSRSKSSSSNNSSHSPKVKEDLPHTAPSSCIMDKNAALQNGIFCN
RAM inhibit – inhibitors of the yeast RAM network | S. cerevisiae dse1pr::URA3 reporter, 5-FOA growth OD615, 2 d; analog-sensitive cbk1-as2 kinase mutant strain | inhibition, % at 50 µM | 1.8% of 190,000 active | AID 868;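 active = inhibition above a set limit, 3 SD over mean compound inhibition, cut at about 8.4% in these data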;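 note: 0% = DMSO-only wells with no growth and 100% = 10 µM 1-NA-PP1 full growth; inhibition rescues growth on 5-FOA so higher OD means more RAM inhibition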
PMI act satM6P – increases human PMI activity with near-saturating mannose 6-phosphate. activation factor at 20 µM. AID 1216. 0.34% of 190,000 active. P34949. coupled PMI enzyme assay, resazurin fluorescence, 20 min; active compounds read high; 1 = untreated enzyme, 0 = substrate-free blank;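 active = activation factor of 2 or more at 20 µM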
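Material: human phosphomannose isomerase with PGI, G6PDH, diaphorase coupling enzymes. Quantity: 15 ng/mL PMI. Medium: HEPES pH 7.4 buffer with MgCl2 and Tween-20. Reagent: Near-saturating mannose-6-phosphate, 1.0 mM. Compound: 20 µM single dose. Times: enzyme reaction with compound 20 min at room temperature. Detection: resorufin fluorescence at Ex 544/Em 590 nm.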
Hsp70 act – transcriptional activators of Hsp70; HeLa Hsp70 promoter luciferase reporter, luminescence; scaled: vehicle 0, proteasome-inhibitor control 100%; activation, % at 10 µM; 0.04% of 200,000 active; AID 1203;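 active = activation above the mean across all tested compounds plus 3 SD, cutoff set per campaign, cut at about 5.5% in these data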;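 note: 100% = MG132 at 30 µM as the positive control and 0% = DMSO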
TLR4-MyD88 BLA – inhibitors of human TLR4-MyD88 binding; 0.18% of 200,000 active; HeLa CL3-4 TLR4/MyD88 BLA complementation, FRET ratio; O00206+Q99836; AID 861; inhibition, % at 8.4 µM; in the data active = inhibition above about 25%;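 note: 0% = vehicle and 100% = reference inhibitor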
DTT redox prof – compounds producing H2O2 with reducing agent – biochemical, NIH compound library profiling, artefact control for MLSCN library redox annotation, primary screen. activation, % at 10 µM. DTT-dependent redox cycling H2O2, phenol red/HRP absorbance; 100% = 100 µM peroxide control, 0% = buffer. AID 878. 0.03% of 200,000 active;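 active = activation of at least 50% relative to the plate's high and low controls in the primary single-dose screen; inactive = activation below 50%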;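 note: compound incubated with DTT at 0.8 mM final as the reducing agent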
Diaphorase act – diaphorase activation or chemical reduction counter-screen; Diaphorase/resazurin coupled assay, resorufin fluorescence, 16 min; active compounds read high; 1 = vehicle wells, 0 = NADH-free wells; activation factor at 20 µM; 0.005% of 190,000 active; AID 1229;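 active = diaphorase activity raised at least twofold by the compound at 20 µM; inactive = activation factor below 2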
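Material: Clostridium kluyveri diaphorase, purified enzyme; Quantity: enzyme 0.07 U/mL final; Medium: HEPES pH 7.4 buffer with MgCl2 and Tween 20; Dosing: single compound dose of 20 µM, 1% DMSO final; Schedule: 16 min reaction at room temperature; Measured by: red resorufin fluorescence at 544/590 nm excitation/emission.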
G6PDH CS – counter-screen for G6PDH assay hits: L. mesenteroides G6PDH inhibition; Purified L. mesenteroides G6PDH, diaphorase/resazurin coupled fluorescence, 45 min; inhibition, % at 5 µM; 0.12% of 200,000 active
Lmaj promast – inhibitors of Leishmania major promastigote growth. Leishmania major promastigotes, resazurin fluorescence viability. inhibition, % at 10 µM. 9% of 200,000 active. AID 1063;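 note: promastigotes grown with compound for 44 hours at 28 °C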
* = called active by the depositor. Cut-off read from the data, not from the text of the source, unless noted: active = inhibition above about 50%; inactive = the rest.

For Cc1cccc2c(-c3ccccc3)cc(=O)[nH]c12 the results were Diaph inh CS -3, PMI act 1.1, RAM inhibit 2.5, PMI act satM6P 1, Hsp70 act -0.3, TLR4-MyD88 BLA 11, DTT redox prof 1.2, Diaphorase act 1, G6PDH CS 10 and Lmaj promast 5.
Screening COc1cccc(C(=O)NCC(=O)n2nc(C)cc2C)c1 returned Diaph inh CS 15, PMI act 1, RAM inhibit 1.2, PMI act satM6P 1, Hsp70 act -0.4, TLR4-MyD88 BLA 2, DTT redox prof -1.2, Diaphorase act 0.8, G6PDH CS -1 and Lmaj promast -6.
For C=CCNC(=O)CSCc1ccc(Br)cc1 the results were Diaph inh CS -3, PMI act 1, S1P3 antag -18, RAM inhibit 1.9, PMI act satM6P 1.1, Hsp70 act 0.0, TLR4-MyD88 BLA 8, DTT redox prof 0.7, Diaphorase act 1, G6PDH CS -4 and Lmaj promast -2.
`Cc1cc(C(=O)COC(=O)c2ccc(O)cc2)c(C)n1CC1COc2ccccc2O1` (stereo not drawn) gave Diaph inh CS 15, PMI act 0.9, S1P3 antag -9, RAM inhibit 3.0, PMI act satM6P 1, Hsp70 act -0.2, TLR4-MyD88 BLA 2, DTT redox prof 0.0, Diaphorase act 0.9, G6PDH CS 8 and Lmaj promast 11.
For CCOc1ccc(-c2noc(CCC(=O)O)n2)cc1 the results were Diaph inh CS 10, PMI act 1, S1P3 antag 37, RAM inhibit 0.0, PMI act satM6P 1, Hsp70 act -0.1, TLR4-MyD88 BLA -4, DTT redox prof -0.6, Diaphorase act 0.9, G6PDH CS -3 and Lmaj promast -8.
Cc1cccc(CSc2nnc(NC(=O)CSc3nnc(C)s3)s2)c1 was read as Diaph inh CS 10, PMI act 1, RAM inhibit 5.4, PMI act satM6P 1, Hsp70 act -0.2, TLR4-MyD88 BLA 7, DTT redox prof -7.7, Diaphorase act 0.9, G6PDH CS -2 and Lmaj promast -4.
COc1ccc(C(=O)NNC(=O)CCn2nnc(-c3ccc(C)cc3)n2)cc1OC was read as Diaph inh CS -4, PMI act 1.1, S1P3 antag -23, RAM inhibit 9.2*, PMI act satM6P 1, Hsp70 act -0.1, TLR4-MyD88 BLA 10, DTT redox prof -0.2, Diaphorase act 1, G6PDH CS 2 and Lmaj promast -4.
`CC1=CC(C)(C)N(S(=O)(=O)c2ccc(F)cc2)c2ccc(C)cc21` gave Diaph inh CS 20, PMI act 0.9, RAM inhibit 6.3, PMI act satM6P 0.9, Hsp70 act -0.1, TLR4-MyD88 BLA -5, DTT redox prof 0.0, Diaphorase act 0.8, G6PDH CS -2 and Lmaj promast 23.
CC(OC(=O)c1ccncc1)C(=O)Nc1cc(S(=O)(=O)N2CCCCC2)ccc1Cl (stereo not drawn) was read as Diaph inh CS 2, PMI act 0.9, S1P3 antag -6, RAM inhibit 2.2, PMI act satM6P 1, Hsp70 act 0.1, TLR4-MyD88 BLA 7, DTT redox prof 0.0, Diaphorase act 1, G6PDH CS 8 and Lmaj promast -2.
Screening NC(=O)C1=NOC(CNc2ncc(C(F)(F)F)cc2Cl)C1 (stereo not drawn) returned Diaph inh CS 14, PMI act 0.9, RAM inhibit 0.0, PMI act satM6P 1, Hsp70 act 0.0, TLR4-MyD88 BLA 9, DTT redox prof 0.1, Diaphorase act 0.9, G6PDH CS 19 and Lmaj promast -1.
For COc1ccc(Cn2nnnc2C(C(C)C)N2CCc3ccccc32)cc1 (stereo not drawn) the results were Diaph inh CS 13, PMI act 0.8, S1P3 antag 5, RAM inhibit 11*, PMI act satM6P 0.9, Hsp70 act -0.6, TLR4-MyD88 BLA 7, DTT redox prof 6.1, Diaphorase act 0.9, G6PDH CS -13 and Lmaj promast 14.
For Nc1cccc(-n2nncc2-c2ccccc2)c1 the results were Diaph inh CS 12, PMI act 1, S1P3 antag -15, RAM inhibit 1.8, PMI act satM6P 1, Hsp70 act -0.3, TLR4-MyD88 BLA 0, DTT redox prof 0.0, Diaphorase act 0.9, G6PDH CS 3 and Lmaj promast 1.
`CC1(C)Cc2ccccc2-c2nnc(-c3cccnc3)n21` gave Diaph inh CS 16, PMI act 0.9, S1P3 antag -7, RAM inhibit 2.7, PMI act satM6P 0.8, Hsp70 act 0.1, TLR4-MyD88 BLA 9, DTT redox prof -0.1, Diaphorase act 0.8, G6PDH CS -2 and Lmaj promast 4.
Screening O=C(c1cccs1)N(C(=O)c1cccs1)c1ccc(Br)cn1 returned Diaph inh CS 22, PMI act 0.9, RAM inhibit 1.1, PMI act satM6P 0.8, Hsp70 act 0.2, TLR4-MyD88 BLA 4, DTT redox prof -0.3, Diaphorase act 0.8, G6PDH CS 1 and Lmaj promast -1.
Screening Cc1cccc(NC(=S)NNC(=O)c2csc(C(C)C)c2)c1 returned Diaph inh CS 10, PMI act 1, RAM inhibit 3.3, PMI act satM6P 1.1, Hsp70 act 0.0, TLR4-MyD88 BLA -4, DTT redox prof 1.1, Diaphorase act 0.9, G6PDH CS 8 and Lmaj promast -7.
COc1ccccc1S(=O)Cc1ccc(C(=O)O)o1 (stereo not drawn) was read as Diaph inh CS 6, PMI act 1.2, S1P3 antag -20, RAM inhibit 1.4, PMI act satM6P 1.2, Hsp70 act 0.0, TLR4-MyD88 BLA 1, DTT redox prof -2.9, Diaphorase act 0.9, G6PDH CS 4 and Lmaj promast 0.
COc1cc(NC(=O)C/C(C)=N/NC(=O)Cc2ccc(Cl)cc2)c(OC)cc1Cl was read as Diaph inh CS 12, PMI act 1, S1P3 antag -4, RAM inhibit 2.2, PMI act satM6P 1, Hsp70 act -0.2, TLR4-MyD88 BLA -12, DTT redox prof 2.1, Diaphorase act 0.9, G6PDH CS 2 and Lmaj promast -5.
`CCOc1ccc(Oc2c(/C=N/NC(N)=O)c(C)nn2-c2ccccc2)cc1` gave Diaph inh CS 9, PMI act 0.8, S1P3 antag -21, RAM inhibit 0.0, PMI act satM6P 1, Hsp70 act -0.4, TLR4-MyD88 BLA -3, DTT redox prof 0.0, Diaphorase act 0.9, G6PDH CS 6 and Lmaj promast 98*.
Cc1cc(C(F)F)n2ncc(C(=O)N3CCC(C(N)=O)CC3)c2n1 was read as Diaph inh CS -9, PMI act 1, RAM inhibit -0.7, PMI act satM6P 1.1, Hsp70 act -0.4, TLR4-MyD88 BLA -11, DTT redox prof 0.0, Diaphorase act 1.1, G6PDH CS 0 and Lmaj promast -4.
CCc1cc(C(=O)NNC(=S)Nc2cc(C)ccc2C)cs1 was read as Diaph inh CS 1, PMI act 1.1, RAM inhibit 1.0, PMI act satM6P 1.2, Hsp70 act 0.7, TLR4-MyD88 BLA 5, DTT redox prof 1.0, Diaphorase act 1, G6PDH CS 16 and Lmaj promast 7.
For COc1ccc(-n2c(-c3ccc(Br)cc3)nc(=S)c3c2CCCC3)cc1 the results were Diaph inh CS 18, PMI act 0.8, S1P3 antag 2, RAM inhibit 3.8, PMI act satM6P 0.9, Hsp70 act -0.2, TLR4-MyD88 BLA -7, DTT redox prof 0.3, Diaphorase act 0.8, G6PDH CS -20 and Lmaj promast -4.
Cn1cc(CNCCN2CCCCC2=O)c(-c2cccc(Cl)c2)n1 was read as Diaph inh CS 6, PMI act 1, S1P3 antag -29, RAM inhibit 2.0, PMI act satM6P 1, Hsp70 act -0.3, TLR4-MyD88 BLA 6, DTT redox prof 0.5, Diaphorase act 0.9, G6PDH CS 0 and Lmaj promast -2.
COc1cc(C(=O)OCC(=O)NC(=O)c2cccn2C)ccc1OC(F)F was read as Diaph inh CS 6, PMI act 1, S1P3 antag -7, RAM inhibit 5.1, PMI act satM6P 0.8, Hsp70 act -0.4, TLR4-MyD88 BLA 1, DTT redox prof -1.3, Diaphorase act 0.9, G6PDH CS 3 and Lmaj promast -2.
`COc1ccc(N(CN2C(=O)C3C4C=CC(C4)C3C2=O)C(=O)c2ccco2)cc1` (stereo not drawn) gave Diaph inh CS 8, PMI act 1.1, RAM inhibit 0.4, PMI act satM6P 1.1, Hsp70 act -0.4, TLR4-MyD88 BLA 7, DTT redox prof -0.4, Diaphorase act 0.9, G6PDH CS 11 and Lmaj promast 0.
For C/C(=N\O)C(=O)NCCN(C)C the results were Diaph inh CS 2, PMI act 1, S1P3 antag -4, RAM inhibit 0.8, PMI act satM6P 1.1, Hsp70 act -0.5, TLR4-MyD88 BLA -17, DTT redox prof 0.0, Diaphorase act 1, G6PDH CS 5 and Lmaj promast -5.
For O=C(C1CCCCC1)N1CCN=C1SCc1cccnc1 the results were Diaph inh CS 15, PMI act 1, S1P3 antag 1, RAM inhibit 0.8, PMI act satM6P 1, Hsp70 act -0.3, TLR4-MyD88 BLA 2, DTT redox prof -1.0, Diaphorase act 0.8, G6PDH CS -3 and Lmaj promast -6.
O=C(Cc1ccccc1)NCC(=O)OCC(=O)c1cccs1 was read as Diaph inh CS 7, PMI act 1, RAM inhibit 2.5, PMI act satM6P 1.1, Hsp70 act 0.1, TLR4-MyD88 BLA 1, DTT redox prof -4.0, Diaphorase act 0.9, G6PDH CS 5 and Lmaj promast -12.
CS(=O)(=O)N(CCc1ccccc1)CC(=O)N1CCc2ccccc2C1 was read as Diaph inh CS 8, PMI act 1, S1P3 antag 3, RAM inhibit 2.2, PMI act satM6P 1, Hsp70 act 0.2, TLR4-MyD88 BLA 3, DTT redox prof -0.6, Diaphorase act 0.9, G6PDH CS 0 and Lmaj promast -3.
For O=C(Cn1c(C(F)(F)F)nc2ccccc21)Nc1ccccc1N1CCOCC1 the results were Diaph inh CS 6, PMI act 1, RAM inhibit 1.2, PMI act satM6P 1.1, Hsp70 act -0.1, TLR4-MyD88 BLA 5, DTT redox prof 1.2, Diaphorase act 0.9, G6PDH CS -3 and Lmaj promast 1.

An unsorted share of the library; any-hit rate near 12%.
